High-throughput results: PubChem BioAssay, Sanford-Burnham Center for Chemical Genomics
Jurkat NFkB inh: inhibitors of the PMA/ionomycin-induced NF-kB reporter in Jurkat cells; PMA/ionomycin-induced NF-kB luciferase reporter, luminescence; inhibition, % at 4 µM; 330,000 compounds, 0.53% hits; in the data active = inhibition above about 50%
CCR6 antag: antagonists of human CCR6 receptor | P51684 | CHO-K1 CCR6 PathHunter beta-arrestin, luminescence, CCL20-stimulated | inhibition, % at 20 µM | 340,000 compounds, 0.49% hits | AID 493098;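 active = compounds whose inhibition of the agonist-driven luminescence signal at 20 µM reaches about 50%, limit read from the data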;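 also: cells stimulated with CCL20 at 14 nM final; plate controls were DMSO with CCL20 for no effect and DMSO without agonist for full effect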
EBI2 antag: EBI2 (human) antagonism; EBI2 beta-arrestin recruitment, luminescence, 7a,25-OHC stimulated; inhibition, % at 5 µM; 360,000 compounds, 0.81% hits; AID 651636; in the data active = inhibition above about 38%;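 also: enzyme fragment complementation signal reports receptor beta-arrestin coupling in cells; 0% = agonist plus DMSO wells and 100% = wells without agonist; some results beyond the cut were filed as inactive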
Target sequence (P32249 whole entry, looked up, the tested form may be a part): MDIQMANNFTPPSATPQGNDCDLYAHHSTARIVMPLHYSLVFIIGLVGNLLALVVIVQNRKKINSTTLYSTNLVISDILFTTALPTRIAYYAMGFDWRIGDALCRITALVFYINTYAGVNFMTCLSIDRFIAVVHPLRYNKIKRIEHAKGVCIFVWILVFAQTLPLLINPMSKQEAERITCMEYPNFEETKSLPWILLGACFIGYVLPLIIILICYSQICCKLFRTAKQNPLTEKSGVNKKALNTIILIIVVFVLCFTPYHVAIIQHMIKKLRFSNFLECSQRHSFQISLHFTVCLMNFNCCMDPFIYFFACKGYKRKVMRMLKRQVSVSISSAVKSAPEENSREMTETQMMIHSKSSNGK
CXCR6 block: inhibitors of human CXCR6 receptor | CHO-K1 PathHunter CXCR6 beta-arrestin, luminescence | inhibition, % at 20 µM | O00574 | 360,000 compounds, 0.36% hits; in the data active = inhibition above about 34%, passing the limit was not always enough;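 also: antagonist mode with CXCL16 agonist at 10 nM final; 0% = 10 nM CXCL16 with DMSO and 100% = unstimulated wells without agonist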
Target sequence (O00574 whole entry, looked up): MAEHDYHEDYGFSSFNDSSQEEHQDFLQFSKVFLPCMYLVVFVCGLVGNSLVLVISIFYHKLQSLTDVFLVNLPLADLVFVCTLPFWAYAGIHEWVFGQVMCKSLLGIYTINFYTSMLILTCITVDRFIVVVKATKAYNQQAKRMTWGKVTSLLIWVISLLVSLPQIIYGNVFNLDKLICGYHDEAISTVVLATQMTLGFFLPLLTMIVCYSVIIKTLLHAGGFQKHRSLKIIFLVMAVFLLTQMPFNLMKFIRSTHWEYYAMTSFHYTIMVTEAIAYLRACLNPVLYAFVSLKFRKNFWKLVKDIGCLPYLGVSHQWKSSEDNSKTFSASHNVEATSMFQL
697 NFkB inh: inhibitors of the PMA/ionomycin-induced NF-kB reporter in 697 B cells; 697 B-cell NF-kB luciferase reporter, 16 h; inhibition, % at 4 µM; 330,000 compounds, 0.33% hits; AID 435022; in the data active = inhibition above about 35%
Gli-Sufu antag: antagonists of Gli-Sufu signaling | AID 588413 | 340,000 compounds, 0.74% hits | Sufu-KO-LIGHT fibroblasts, Gli luciferase reporter luminescence | inhibition, % at 5 µM;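 active = inhibition above about 55%, limit read from the data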;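 also: 0% = DMSO-treated cells and 100% = wells with medium but no cells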
UBC13 inh: inhibitors of human UBC13 polyubiquitin chain formation; TR-FRET; inhibition, % at 20 µM; P61088; 330,000 compounds, 0.47% hits; in the data active = inhibition above about 45%, passing the limit was not always enough
Target sequence (P61088 whole entry, looked up): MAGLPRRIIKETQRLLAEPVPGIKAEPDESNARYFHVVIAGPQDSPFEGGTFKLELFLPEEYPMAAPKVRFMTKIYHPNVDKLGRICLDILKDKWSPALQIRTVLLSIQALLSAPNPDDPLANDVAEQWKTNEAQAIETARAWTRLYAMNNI
APJ antagonist: blocks the human apelin receptor APJ; P35414; CHO-K1 APJ beta-arrestin complementation, luminescence; inhibition, % at 20 µM; 330,000 compounds, 0.32% hits;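 active = inhibition above about 40% at 20 µM, limit read from the data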;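 also: cells challenged with 10 nM apelin-13 agonist together with compound; plate controls were apelin-13 plus DMSO wells for no effect and DMSO wells lacking apelin-13 for full effect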
Numbers without * were called inactive; . = no result given; & = joins results of further samples.

SMILES	Jurkat NFkB inh	CCR6 antag	EBI2 antag	CXCR6 block	697 NFkB inh	Gli-Sufu antag	UBC13 inh	APJ antagonist
CCNC(=S)NC1CC2CCCC(C1)N2Cc1ccc(C)cc1 (stereo unspecified)	-17	14	4	7	9	47	6	2
CCC(C)CCCCNC1=NCCS1 (stereo unspecified)	-14	16	-5	3	-19	7	8	5
CCCOc1cccc(C2C(C(=O)c3ccco3)=C(O)C(=O)N2CCN(CC)CC)c1 (stereo unspecified)	7	4	-15	2	2	-17	-12	14
N#Cc1c(N)nc2c(c1-c1ccccc1)CCCC2	4	0	13	10	-24	13	7	-1
CC(=O)c1cccc(NC(=O)c2ccc(S(=O)(=O)N3CC(C)OC(C)C3)cc2)c1 (stereo unspecified)	8	9	0	-2	-4	-2	8	9
Cc1nnc(C)n1N	-10	-6	-5	-2	2	4	-6	-6
C/C(=N\NC(=O)c1cc2ccccc2cc1O)c1ccc(C)o1	0	13	-10	7	-3	-23	0	-35
O=C(c1ccc([N+](=O)[O-])cc1)N1CCOCC1	.	4	6	-3	.	2	.	.
COc1ccc(C(=O)ON=C2CCN(c3ccc([N+](=O)[O-])cc3)CC2)cc1	8	22	4	3	-6	1	-8	1
Cn1nccc1NC(=O)Nc1cccc(Br)c1	0	5	2	-3	0	.	2	-7
COc1ccc(C(c2nnnn2CC2CCCO2)N2CCC(C(N)=O)CC2)cc1 (stereo unspecified)	5	-4	-6	-3	6	20	4	12
Oc1ccccc1-c1cc(-c2ccc3c(c2)OCCO3)n[nH]1	-138	-1	25	-2	-433	9	11	-16
Cc1cccc(C)c1NC(=O)CN(C)C(=O)Cc1cccc(C(F)(F)F)c1	9	-5	12	-4	-12	7	3	17
CCCOc1ccc(C2=NNC(=O)CC2)cc1	-17	7	-17	-4	-2	-13	1	-2
Cc1ccc(OCCN2C(=O)c3ccccc3C2=O)c(C)c1	6	8	12	-1	-38	-16	4	6

Some of these compounds in order of molar mass, lowest first:
SMILES	Jurkat NFkB inh	CCR6 antag	EBI2 antag	CXCR6 block	697 NFkB inh	Gli-Sufu antag	UBC13 inh	APJ antagonist
CCCOc1ccc(C2=NNC(=O)CC2)cc1	-17	7	-17	-4	-2	-13	1	-2
N#Cc1c(N)nc2c(c1-c1ccccc1)CCCC2	4	0	13	10	-24	13	7	-1
Cn1nccc1NC(=O)Nc1cccc(Br)c1	0	5	2	-3	0	.	2	-7
CCNC(=S)NC1CC2CCCC(C1)N2Cc1ccc(C)cc1 (stereo unspecified)	-17	14	4	7	9	47	6	2
COc1ccc(C(=O)ON=C2CCN(c3ccc([N+](=O)[O-])cc3)CC2)cc1	8	22	4	3	-6	1	-8	1
COc1ccc(C(c2nnnn2CC2CCCO2)N2CCC(C(N)=O)CC2)cc1 (stereo unspecified)	5	-4	-6	-3	6	20	4	12

Carrying on.
SMILES	Jurkat NFkB inh	CCR6 antag	EBI2 antag	CXCR6 block	697 NFkB inh	Gli-Sufu antag	UBC13 inh	APJ antagonist
CC1CCN(C(=O)C2c3ccccc3C(=O)N3CCc4ccccc4C23)CC1 (stereo unspecified)	1	-5	3	15	25	8	4	17
COc1ccc(CNC(=O)C[C@H]2C[C@H](C(=O)N(C(C)C)C(C)C)[C@@]3(C)c4[nH]c5cc(CCC(=O)N(C)C)ccc5c4CCN3C2=O)cc1OC	.	18	5	2	-2	2	.	.
Cc1ccc(SCCC(=O)OCC(=O)NCC2CCCCC2)cc1	-13	6	-2	-6	-1	-5	0	0
CCN1CCN(c2ccc(N3CCN(C(=O)c4ccc(Br)o4)CC3)nn2)CC1	-18	4	-15	-6	-25	12	11	-3
CC(=O)N1c2ccc(S(=O)(=O)N3CCCC3C(=O)NCc3ccccc3Cl)cc2CC1C (stereo unspecified)	-10	-3	-1	3	-8	-25	4	1
C=CCNC(=O)c1onc(CS(=O)(=O)c2cc(C)cc(C)c2)c1C(=O)NCC=C	3	7	-14	-2	8	26	-7	-54
O=C(O)c1nn(-c2ccccc2)ccc1=O	-11	-8	2	-1	-23	-7	2	20
Cc1cccc(-c2noc(CN(C)C(=O)COc3ccccc3)n2)c1	7	3	-11	-2	-15	.	5	5
CC(=O)c1ccc(S(=O)(=O)Oc2ccc(-c3ccc(C(=O)O)cc3)cc2)cc1	5	11	0	7	13	-13	4	12
CC(NO)C(C)(C)NO (stereo unspecified)	3	58*	4	38	-7	-1	1	30
O=C(NC(=S)NCc1cccnc1)c1ccccc1[N+](=O)[O-]	4	3	-9	4	14	28	0	4
COC(=O)Cc1c(C)c2ccc(OCC(=O)N(C)C3CCS(=O)(=O)C3)cc2oc1=O (stereo unspecified)	-1	10	10	4	3	-2	9	9
COc1ccc(CCN2CCCn3c2nc2c3c(=O)n(C)c(=O)n2C)cc1OC	11	1	-3	1	-5	3	-1	13
CCCC(C(=O)NC1CCCC1)N(Cc1ccccc1Cl)C(=O)c1snc(C(N)=O)c1N (stereo unspecified)	11	1	8	8	7	22	20	3
CC(CCc1ccco1)NC(=O)c1cc2c(-c3ccccc3F)nn(C)c2s1 (stereo unspecified)	8	2	14	11	-13	2	8	1
Nc1nc(SCC(=O)NC2CCCc3ccccc32)n[nH]1 (stereo unspecified)	-4	0	-1	-4	-6	4	-3	3
O=C(NC(=S)NCC1CCCO1)c1ccco1 (stereo unspecified)	12	-2	-3	3	-4	-6	2	18
CCN(CC)S(=O)(=O)c1ccc(S(=O)(=O)N2CCN(CCC#N)CC2)cc1	-6	-6	-7	-2	-2	12	-2	-10
O=C(c1ccc(S(=O)(=O)N2CCOCC2)cc1)N1CCc2ccccc21	0	11	-10	-4	3	-10	3	5
CCOC(=O)c1sc(NC(=O)CSc2n[nH]c(-c3ccc(Cl)cc3Cl)n2)c(C#N)c1C	-8	8	4	-8	-22	12	-19	7
CCOc1ccc(N2CC(C(=O)NCCc3c[nH]c4ccc(OC)cc34)CC2=O)cc1 (stereo unspecified)	-6	8	15	-6	-2	0	10	-1
Cn1c(=O)c2c(nc(Br)n2C)n(C)c1=O	11	2	-8	3	13	1	-1	12
Cc1cc(C)nc(SSc2nc(C)cc(C)n2)n1	22	1	12	2	16	11	-8	3
NCCSC1CC(=O)N(c2ccc(Cl)c(Cl)c2)C1=O (stereo unspecified)	-17	7	-7	-10	-7	-22	-2	-2
O=C(CCC(NC(=O)OCc1ccccc1)C(=O)O)OCc1ccccc1 (stereo unspecified)	-11	8	-8	-6	-7	1	-4	-8
COc1ccc(/C=N/N=C2\SC(CC(=O)O)C(=O)N2c2ccccc2)c(OC)c1 (stereo unspecified)	-9	8	-14	6	3	-4	-6	-3
CC(=O)Nc1ccc(-c2sc(Nc3cccc4ccccc34)n[n+]2-c2ccccc2)cc1	-4	6	-12	-1	2	-5	15	-13
CCOC(=O)N1CCN(C(=O)CN(c2ccc(Cl)c(C(F)(F)F)c2)S(C)(=O)=O)CC1	6	8	2	-5	6	-1	7	4
Cc1cc(NC(=O)c2cccc(F)c2)no1	-16	-2	-9	-5	20	-6	5	12
O=C(Cn1nnc(-c2ccc(Cl)cc2)n1)NCc1ccco1	-17	1	-1	6	-40	-5	-21	0

As a short view, part of the list above.
SMILES	Jurkat NFkB inh	CCR6 antag	EBI2 antag	CXCR6 block	697 NFkB inh	Gli-Sufu antag	UBC13 inh	APJ antagonist
Nc1nc(SCC(=O)NC2CCCc3ccccc32)n[nH]1 (stereo unspecified)	-4	0	-1	-4	-6	4	-3	3
O=C(NC(=S)NCC1CCCO1)c1ccco1 (stereo unspecified)	12	-2	-3	3	-4	-6	2	18
CCN(CC)S(=O)(=O)c1ccc(S(=O)(=O)N2CCN(CCC#N)CC2)cc1	-6	-6	-7	-2	-2	12	-2	-10
O=C(c1ccc(S(=O)(=O)N2CCOCC2)cc1)N1CCc2ccccc21	0	11	-10	-4	3	-10	3	5

(more compounds)
SMILES	Jurkat NFkB inh	CCR6 antag	EBI2 antag	CXCR6 block	697 NFkB inh	Gli-Sufu antag	UBC13 inh	APJ antagonist
O=C(C1=C(O)C(=O)N(CCOCCO)C1c1cccc([N+](=O)[O-])c1)c1cccs1 (stereo unspecified)	-3	1	-6	3	10	5	-2	17
CC(=O)N1CCN(C(=O)c2oc3ccccc3c2C)CC1	15	-5	-6	-1	13	2	3	-5
Cc1ccc(CN(Cc2ccccc2)C(=S)Nc2ccccc2C)o1	-11	6	5	6	-6	.	1	-6
COC(=O)CCCC1=CC2=CC(=O)C(C)(OC(=O)c3cnc4ccccc4n3)C(=O)C2=CO1 (stereo unspecified)	4	.	.	.	0	.	-66	-28
COc1ccccc1-c1nc(-c2ccc(Br)cc2)no1	-128	0	31	-9	-165	-105	4	-12
Cc1c(NC(=O)NCCN2C(=O)C3C4C=CC(C4)C3C2=O)c(=O)n(-c2ccccc2)n1C (stereo unspecified)	9	5	-2	-1	-8	-2	1	12
Cc1c(C(=O)Nc2nnc(C(F)(F)F)s2)oc2ccccc12	-43	-41	-9	0	-83	-30	-1	-1
CC(=O)N(CC1CCCO1)c1nnc(-c2ccccn2)s1 (stereo unspecified)	-44	9	-1	4	-27	-16	6	-2
Cc1cc(NC(=O)CSc2ccc3nnc(-c4ccc(Cl)cc4)n3n2)no1	10	-12	5	-11	1	0	4	-2
CCc1nnc(NC(=O)Cn2nc(-c3ccc(OC)c(OC)c3)ccc2=O)s1	-3	4	-3	-10	-3	1	-4	0
CCc1nn2c(=O)cc(COc3ccc(/C=C4\C(=N)N5N=C(CC(C)C)SC5=NC4=O)cc3)nc2s1	3	14	.	.	15	6	-8	8
O=C(CCN1C(=O)/C(=C/c2ccc(Cl)cc2)SC1=S)Nc1ccc(C(=O)O)cc1	-4	13	-5	3	24	-4	-30	-5
Cc1nn(CC(=O)N2CCCC2)c(=O)c2nn(-c3ccccc3)c(C)c12	5	11	5	7	13	0	-5	9
COc1ccc(Oc2cn[nH]c2-c2ccc(OC)cc2O)cc1	-7	-5	-4	-15	6	0	17	-4
O=C(Nc1ccncc1)C1CCC(CNS(=O)(=O)c2cccc3nsnc23)CC1 (stereo unspecified)	8	8	-6	1	0	-1	-7	5
CCOc1ccc(Br)cc1S(=O)(=O)Nc1ccc(S(=O)(=O)Nc2cc(C)on2)cc1	5	1	-4	0	17	2	-8	1
Cc1cccc(Nc2nc(N)c([N+](=O)[O-])c(NCc3ccco3)n2)c1	47	31	21	-1	-65	-9	10	11
CC1(C)CC(=O)C2=C(C1)N(c1cccc(O)c1)C1=C(C2)C(=O)CC(C)(C)C1	-8	8	2	1	1	1	7	5
CN1CCN(CCCN2c3ccccc3Sc3ccc(C(F)(F)F)cc32)CC1	-1	20&20&23	-3&-8&-4	-4&-6&3	-17	-44&17&5	90*	5
O=C(CSc1n[nH]c(=O)n1-c1ccccc1)Nc1ccccc1C(F)(F)F	2	-2	-1	-3	3	-2	3	9

Entries of single compounds as entered above. Values in the order: Jurkat NFkB inh	CCR6 antag	EBI2 antag	CXCR6 block	697 NFkB inh	Gli-Sufu antag	UBC13 inh	APJ antagonist
CCOc1ccc(Br)cc1S(=O)(=O)Nc1ccc(S(=O)(=O)Nc2cc(C)on2)cc1 as listed: 5	1	-4	0	17	2	-8	1
O=C(CSc1n[nH]c(=O)n1-c1ccccc1)Nc1ccccc1C(F)(F)F as listed: 2	-2	-1	-3	3	-2	3	9
Cc1cccc(Nc2nc(N)c([N+](=O)[O-])c(NCc3ccco3)n2)c1 as listed: 47	31	21	-1	-65	-9	10	11
CN1CCN(CCCN2c3ccccc3Sc3ccc(C(F)(F)F)cc32)CC1 as listed: -1	20&20&23	-3&-8&-4	-4&-6&3	-17	-44&17&5	90*	5

No enrichment for hits; about 3% have a hit in one of these screens.
